# PNC inhibitor – blocks assembly of the perinucleolar compartment. 140,000 tested, 3.1% active. activity change (PNC), negative = inhibition, % at 10 µM. PC3M PTB-GFP, PNC prevalence imaging, 16 h; active compounds read low;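 active = readout at or below -70, meaning at least 70% loss of cells showing the perinucleolar compartment, a nuclear body marking cancer cells; inconclusive = readout between -30 and a set limit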;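 also: plate controls were DMSO wells for no effect and camptothecin positive control wells for full effect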
#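 PC3M cells stably expressing PTB-GFP, 750–1000 cells/well, treated 16 h at 37 °C with compound (23 nl of library stock), in duplicate. After paraformaldehyde fixation and Hoechst stain, imaged at 20x; PNC prevalence scored by image analysis.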
# 15-hLO-2 inh – inhibitors of human 15-lipoxygenase 2 (ALOX15B); O15296; 110,000 tested, 0.56% active; purified 15hLO-2, xylenol orange hydroperoxide absorbance; Potency, µM (doses to about 57.1 µM), for the others: at the highest dose activity change, negative = inhibition, most hits filed as inhibitors; also: potency is read from the fitted curve at half-maximal effect; nearly all actives have a fitted effect of over 60% in size; many of its hits are not listed in these tables
#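 Enzyme 50 nM, AA 45 uM, 25 mM Hepes pH 7.5 + 0.01% Triton X-100; cpd preinc 15 min RT, rxn 90 min RT; stop/detect with 200 uM XO + 300 uM Fe(II) in 50 mM H2SO4, 30 min; A573/A405.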
# IMPase inh – IMPase inhibition in cells | CHO-M1 cells, IP1 accumulation, HTRF TR-FRET ratio | inhibition (IP1 accumulation), % at 46.1 µM | 120,000 tested, under 10 active | AID 901; active = well fitted curve in the direction sought with a large enough effect in the signal ratio, not every such curve was filed as active; inconclusive = small, poorly fitted or top-dose-only effect, or a change in a side signal; inactive = no such curve, though single readings can be large or run the other way; the % refers to the signal ratio;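 also: cells stimulated with carbachol in lithium chloride buffer; plate controls were DMSO basal wells for no effect and reference inhibitor wells for full effect; higher means more IMPase inhibition seen as more IP1 and lower FRET ratio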
# Target sequence (P97697 whole entry, looked up): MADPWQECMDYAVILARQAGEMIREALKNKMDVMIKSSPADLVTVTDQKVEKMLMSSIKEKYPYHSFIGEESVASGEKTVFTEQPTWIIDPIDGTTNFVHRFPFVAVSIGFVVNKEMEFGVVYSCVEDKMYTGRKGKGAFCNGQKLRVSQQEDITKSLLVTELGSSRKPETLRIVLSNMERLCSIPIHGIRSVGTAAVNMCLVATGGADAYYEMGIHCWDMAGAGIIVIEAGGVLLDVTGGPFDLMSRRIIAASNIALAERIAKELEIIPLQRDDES
#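 Measured: the HTRF emission ratio (665/620 nm) plus the 620 nm donor channel, each fitted to the Hill equation to give AC50. Cells were CHO-M1 given compounds up to 46 uM and a 30 min carbachol stimulation at 37C.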
# 12-hLO inh – 12-hLO (ALOX12) enzyme inhibition. Potency, µM (highest dose often 57.1 µM), inactives show at the top dose activity change, negative = inhibition, usual class: inhibitors. P18054. purified 12-hLO, xylenol orange hydroperoxide absorbance. 150,000 tested, 0.12% active; also: potency is read from the fitted curve at half-maximal effect; nearly all actives have a fitted effect of over 55% in size; many of its hits are not listed in these tables
# Target sequence (P18054 whole entry, looked up): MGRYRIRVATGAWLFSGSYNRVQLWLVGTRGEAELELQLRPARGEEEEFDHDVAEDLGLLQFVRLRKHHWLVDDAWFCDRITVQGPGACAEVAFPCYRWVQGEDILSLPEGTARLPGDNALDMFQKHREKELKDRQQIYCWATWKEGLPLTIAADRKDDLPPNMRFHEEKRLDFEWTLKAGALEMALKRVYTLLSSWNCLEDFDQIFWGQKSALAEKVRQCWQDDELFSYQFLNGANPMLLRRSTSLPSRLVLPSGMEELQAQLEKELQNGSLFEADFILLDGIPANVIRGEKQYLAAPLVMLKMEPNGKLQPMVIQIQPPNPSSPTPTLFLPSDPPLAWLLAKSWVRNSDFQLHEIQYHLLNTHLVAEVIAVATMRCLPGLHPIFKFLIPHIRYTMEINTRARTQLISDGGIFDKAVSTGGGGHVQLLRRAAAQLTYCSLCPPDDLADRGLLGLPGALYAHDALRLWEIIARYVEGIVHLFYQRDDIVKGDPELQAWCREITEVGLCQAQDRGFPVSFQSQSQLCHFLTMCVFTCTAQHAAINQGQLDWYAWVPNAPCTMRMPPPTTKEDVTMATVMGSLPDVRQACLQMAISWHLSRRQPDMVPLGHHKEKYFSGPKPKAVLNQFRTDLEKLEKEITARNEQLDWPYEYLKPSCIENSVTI
#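 Xylenol orange chromogenic assay: hydroperoxide from 12hLO oxidises Fe(II), giving red-shifted Fe(III)-XO absorbance. Conditions: 150 nM enzyme, 40 uM arachidonic acid, 25 mM Hepes pH 7.0, 0.01% Triton X-100, 30 min, room temperature.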
# * hit, by the source's call; ? = inconclusive; . = no result given; [ ] = dose if it differs, or a comment. Unless noted, calls follow the shape of the dose curve; as a rule, active = well fitted curve in the direction sought with a large enough effect; inconclusive = small, poorly fitted or top-dose-only effect, or another doubt; inactive = no such curve, though single readings can be large; an effect the other way counts as inactive or inconclusive. Unless noted, % is scaled to controls: 0 for no effect and ±100 for the full control effect. Only part of the results is shown; rates above refer to the full screens.
SMILES,PNC inhibitor,15-hLO-2 inh,IMPase inh,12-hLO inh
O=C(NC1CCCCC1)C1CC(O)CN1C(=O)OCc1ccccc1 (stereo unspecified),?,-6%,4,3%
Cc1ccccc1C1NC(=O)Cc2ccccc21 (stereo unspecified),12,0%,-1,-6%
Cc1cccc(OC(C)C(=O)N(Cc2cccs2)C2CCS(=O)(=O)C2)c1C (stereo unspecified),1,-5%,-4,2%
CCCCc1nnc(NC(=O)CCSc2ccccc2)s1,-8,-13%,-3,-11%
COc1ccc(Nc2nc(C(=O)NCCCN3CCOCC3)cs2)cc1,8,-1%,-1,-3%
CCc1nnc(NC(=O)C2CCN(C(=O)NC3CCCCC3)CC2)s1,59,8%,0,-4%
COc1cc(/C=C/C(=O)c2c(O)ccc3c(C)cc(=O)oc23)ccc1O,-1,-17%,?,-12%
O=C(c1ccco1)N1CCN(C(c2ccc(F)cc2)c2nnnn2CC2CCCO2)CC1 (stereo unspecified),10,3%,1,-3%
O=C(CCC(=O)N1CCN(S(=O)(=O)c2ccccc2)CC1)c1cccs1,7,-2%[2.29 µM],-4,-1%
Nc1nc(-c2ccc3c(c2)CCCC3)cs1,20,20%,3,-12%
C/C(Cc1ccccc1)=N\NC(=O)CNC(=O)c1ccc(C(C)(C)C)cc1,?,.,8,0%
O=C(NC1CCCCC1)c1cccnc1C(=O)O,11,2%,2,6%
Cc1nn(Cc2ccccc2Cl)c(C)c1NC(=O)c1nc2ncccn2n1,-3,.,-2,-5%
N#C/C(=C/c1cc(Br)cs1)C(=O)NCC1CCCO1 (stereo unspecified),-11,-17%,5,-1%
COc1ccccc1N1CCN(C(=O)CCCn2c(=O)[nH]c3ccsc3c2=O)CC1,34,-1%,0,4%
COc1ccc(S(=O)(=O)N(CC(=O)N2CCOCC2)c2cc(Cl)ccc2OC)cc1OC,-26,29%,6,-4%
CCOC(=O)N1CCC(N(CCOC)C(=O)Nc2ccc(C)c(C)c2)CC1,8,-3%,1,-3%
COc1ccc(CCNC(=O)c2ccc(CNS(=O)(=O)c3ccc(C(C)(C)C)cc3)cc2)cc1OC,?,.,5,-1%
O=C(C/C=N/OCc1c(Cl)cccc1Cl)c1cnc(-c2ccccc2)s1,6,-13%,-9,-10%
COc1ccc(NC(=O)CCCn2c(=O)c3sccc3n(Cc3ccc(C)cc3)c2=O)cc1,?,.,31[activator],-1%
Cc1cc(-c2n[nH]c(=S)n2CC(C)C)cs1,24,.,.,-4%
CCNc1nc(Oc2c(Cl)cccc2Cl)cc(C(F)(F)F)n1,24,-7%,11,0%
CCCCCC(=O)NC(=S)NNC(=O)c1ccc([N+](=O)[O-])cc1,-9,.,-4,-3%
CCOC(=O)C1=C(C)NC(=O)NC1c1ccsc1 (stereo unspecified),-20,1%,0,3%
CN1CCN(CCC(=O)Nc2cccc(F)c2)CC1,-28,0%,3,6%
O=C(C(Cl)Cl)N1CCN(Cc2ccccc2)CC1,27,.,4,1%
CCc1nnc(NC(=O)CSc2nnc(-c3ccco3)n2CC)s1,-15,2%,-1,1%
O=C(c1ccco1)N1CCC[C@@]2(CCN(C(c3ccccc3)c3ccccc3)C2)C1,.,-14%,.,-16%
Nc1nc(=S)[nH]c2c1C1(CCCCC1)Cc1ccccc1-2,18,.,.,0%
C=C(C)CNC(=S)N/N=C1\CCCCc2ccccc21,9,.,14,?

# 2 of these compounds, reformatted:
structure	PNC inhibitor	15-hLO-2 inh	IMPase inh	12-hLO inh
CCc1nnc(NC(=O)CSc2nnc(-c3ccco3)n2CC)s1	-15	2%	-1	1%
C=C(C)CNC(=S)N/N=C1\CCCCc2ccccc21	9	.	14	?

# The listing continues:
SMILES,PNC inhibitor,15-hLO-2 inh,IMPase inh,12-hLO inh
CC(C)C(=O)N1C2CCC1CC(O)(c1ccc(F)cc1)C2 (stereo unspecified),8,-1%,6,4%
CC1(C)Cc2nc(NCCN3CCOCC3)c(C#N)cc2CO1,-19,-1%,-1,0%
COc1cc(C(=O)CCN2CCC(c3ccccc3)C2)cc(OC)c1OC (stereo unspecified),39,.,.,3%
CCCS(=O)(=O)N1CCC(C(=O)NC2CCCCC2C)CC1 (stereo unspecified),15,8%,2,-7%
O=C(CSc1nnc(-c2ccco2)n1Cc1ccco1)N1CCOCC1,3,7%,8,1%
COc1cccc(-n2cnc3scc(-c4cccs4)c3c2=O)c1,20,-1%,1,-2%
CC(C)Cc1nnc(NC(=O)CSc2nc(N)cc(=O)[nH]2)s1,23,14%,-4,2%
Cc1cccc(-c2cc3nc(C)cc(NCCCn4ccnc4)n3n2)c1,-14,44%[activator],3,3%
O=C(O)c1cccc(C(=O)O)n1,50,5%,-8,-7%
COc1ccc(O)c(/C=N/c2sc(C)c(C)c2C#N)c1,30,-10%,10,5%
O=C(CN1CCN(c2ccccc2F)CC1)Nc1ccc2c(c1)CCC2,-18,.,.,2%
CC[n+]1c(/C=C/c2ccc(N(C)C)cc2)ccc2ccccc21,?,.,.,-26%
COc1ccc(-c2ccc(-c3noc(-c4ccccc4F)n3)c(OC)n2)cc1,19,-5%,0,0%
COc1ccc(N2C(=O)CSC2c2ccc3c(c2)OCO3)cc1 (stereo unspecified),?,-1%,9,-7%
O=C(CCNS(=O)(=O)c1cccc2nsnc12)NC1CCCc2ccccc21 (stereo unspecified),28,7%,8,1%
COC(=O)[C@@]1(Cc2ccc(OC)cc2)[C@H]2c3cc(C(=O)N4CCCC4)n(CCc4ccc(O)c(O)c4)c3C[C@H]2CN1C(=O)c1ccccc1,.,?,.,?
O=C(Nc1cccc(NC(=O)c2sc3ccccc3c2Cl)c1)c1ccco1,-9,.,.,1%
Cc1nn(CCC(N)=O)c2nc(-c3cccs3)cc(C(F)(F)F)c12,36,.,.,4%
CC(C)(C)c1cc(C(=O)N2CCN(c3ncccn3)CC2)ccn1,-2,-4%,2,-10%
Cn1c(-c2ccco2)nc2cc3ccccc3cc21,52,-10%,-7,-3%
Cc1ccc(NC(=O)Cn2nc(C)cc2C)cc1,-16,-4%,-2,-12%
CCOC(=O)C1=NNC(C(=O)c2ccc(C)cc2)C1c1ccc(C)cc1 (stereo unspecified),37,.,.,0%
COC(=O)C(CCSC)NC(=O)CNS(=O)(=O)c1ccc(F)cc1 (stereo unspecified),56,.,-3,1%
Cc1ccc(C(=O)NC(=S)NNS(=O)(=O)c2ccc(C)cc2)cc1,?,.,.,-26%
Cc1ccc2c(c1)C(O)(CC(=O)c1ccc3c(c1)OCO3)C(=O)N2 (stereo unspecified),?,0%,8,-7%
Cc1ccc(NC(=O)Nc2nnc(Cc3ccc([N+](=O)[O-])cc3)s2)cc1,?,.,.,2%
COC(=O)c1cc(-c2ccc(Br)cc2)n[nH]1,-5,-1%,3,-6%
O=C(c1ccc(CS(=O)(=O)c2ccc(Br)cc2)o1)N1CCCC1,-9,5%,5,-2%
CCCNC(=O)CN(c1cccc(F)c1)S(C)(=O)=O,41,.,.,2%
CC1(C)CC(=O)C2=C(C1)Nc1ccccc1N1C(=O)c3ccccc3C21 (stereo unspecified),4,-11%,1,4%
N#CC1(Nc2ccccc2)C(=O)Nc2ccccc21 (stereo unspecified),37,-3%,4,1%
CCOC(=O)N1CCN(Cc2c(F)cccc2Cl)CC1,?,-18%,0,-1%
O=C(NCc1cccc(F)c1)c1ccc(N2C(=O)Cn3c(cc4sccc43)C2=O)cc1,-8,.,.,-3%
O=C(CCc1nc(-c2cccs2)no1)NCc1ccc(F)cc1Cl,-2,0%,5,0%
COc1ccccc1C(O)(C(=O)NN(C(=O)c1ccccc1)c1ccccc1C)c1cccs1 (stereo unspecified),20,-24%,-8,-10%
CCOC(=O)Nc1ccc(C)cc1Br,-9,2%,5,0%
C=C(C)C1CC=C(C)/C(=N/NC(=O)COc2ccc(C)cc2)C1 (stereo unspecified),-8,.,-3,0%
CC1=CS/C(=C(/C#N)C(=O)N2CCOCC2)N1c1ccccc1,6,2%,-4,-4%
Cc1ccc(C(C(=O)NC2CCCC2)N(C(=O)CCC(=O)Nc2cc(C)on2)c2ccccc2)cc1 (stereo unspecified),?,.,6,4%
Cc1ccc(C)c(NS(=O)(=O)c2ccc(OCC(=O)N3CCCC3)cc2)c1,-27,-1%,5,2%
C[C@H](N)C(=O)OC(C)(C)Cc1ccc(Cl)cc1,.,36%[activator],-4,-4%
COc1cc2[nH]c(=O)n(CCC(=O)N3CCN(c4cc(Cl)ccc4C)CC3)c(=O)c2cc1OC,273,.,-6,-6%
CN(C)c1ccc(/C=C(\C#N)C(=O)Nc2nc3c(s2)CCN(Cc2ccccc2)C3)cc1,-21,3%,-3,-1%
C=CCOC(=O)C1=C(C)NC(=S)NC1/C=C/c1ccccc1 (stereo unspecified),7,?,4,?
CC(=O)Nc1nonc1C(=O)N1CCC(C)CC1,55,.,-14,-4%

# One compound at a time, as listed above. Order of values: PNC inhibitor | 15-hLO-2 inh | IMPase inh | 12-hLO inh
# CN(C)c1ccc(/C=C(\C#N)C(=O)Nc2nc3c(s2)CCN(Cc2ccccc2)C3)cc1 in the list: -21 | 3% | -3 | -1%
# CC(=O)Nc1nonc1C(=O)N1CCC(C)CC1 in the list: 55 | . | -14 | -4%
# CCOC(=O)N1CCN(Cc2c(F)cccc2Cl)CC1 in the list: ? | -18% | 0 | -1%
# CCOC(=O)Nc1ccc(C)cc1Br in the list: -9 | 2% | 5 | 0%
# O=C(NCc1cccc(F)c1)c1ccc(N2C(=O)Cn3c(cc4sccc43)C2=O)cc1 in the list: -8 | . | . | -3%

# (listing goes on)
SMILES,PNC inhibitor,15-hLO-2 inh,IMPase inh,12-hLO inh
Fc1ccc(-c2nc(-c3cccs3)[nH]c2-c2ccc(F)cc2)cc1,51,.,.,-2%
O=C(Cn1cc(C(=O)C2CC2)c2ccccc21)NCc1ccccc1,31,.,6,-2%
COc1ccc(Cn2c(-c3ccco3)nc3oc4cc(OC)ccc4c(=O)c3c2=O)cc1,11,-2%,-1,-15%
COc1ccc(-c2cccc(-c3cc(=O)oc4ccc(C(C)(C)C)cc34)c2)cc1,.,-3%[0.0915 µM],.,1%[0.00818 µM]
C=CCNc1oc(-c2ccc(OC)cc2)nc1C#N,6,-7%,-8,-12%
Cc1cc(C)nc(NC(=O)Cc2cccs2)n1,1,9%,1,5%
COc1ccc([N+](=O)[O-])cc1N(CC(O)CN(CC(C)C)CC(C)C)S(=O)(=O)c1ccccc1 (stereo unspecified),-21,48%[activator],12,-2%
CCCn1c(SCC(=O)Nc2ccccc2Oc2ccccc2)n[nH]c1=O,18,6%,-3,0%
CCOC(=O)Cc1csc(NC(=O)CSc2nnc(C(C)C)n2CC)n1,-13,.,-17[1.84 µM],-1%
CC1CN(Cc2nc3c(c(=O)n(C)c(=O)n3C)n2CCN2CCOCC2)CC(C)O1 (stereo unspecified),-19,-5%,0,2%
Cc1ccc(-c2nc3ncccn3c2Nc2ccc3c(c2)OCCO3)o1,0,?,?,-6%
CCN(CC)S(=O)(=O)c1cnccc1N1CCN(c2cccc(Cl)c2)CC1,37,.,.,-3%
O=C1c2cccnc2C(=O)N1C1CCCCC1,65,.,-1,3%
Cc1cccc(C)c1NC1=NC(=S)N(c2ccc(N(C)C)cc2)C1(C)C,1,13%,2,0%
O=C(CNC(=O)c1ccco1)OCC(=O)c1cccc2ccccc12,26,-7%,-8,-6%
Cc1ccc(N2C(=O)CSC2c2ccc3c(c2)OCO3)cc1 (stereo unspecified),-27,-11%,6,-10%
CCOC(=O)c1cc(-c2ccccc2)sc1NC(=S)Nc1cccc(C)n1,-12,-5%,-6,5%
O=C(CC(c1ccco1)C1CCCCC1=O)c1ccccc1 (stereo unspecified),-7,-10%,4,7%
Cc1oc2cc(OC(=O)c3ccco3)ccc2c(=O)c1-c1nc2ccccc2n1C,-93*,.,.,2%
CS(=O)(=O)N1CCN(C(=O)C2c3ccccc3Oc3ccccc32)CC1,-21,2%,-6,5%
CC1=C(C(=O)OC(C)C)C(c2ccccn2)n2ncnc2N1 (stereo unspecified),?,0%,12,-1%

# High-throughput results as filed in PubChem.
